PostGolgi ctrl: growth inhibition of yeast control strain, primary screen, counter-screen for post-Golgi transport modulator project; efflux-deficient yeast background strain, growth absorbance A615, 16 h; inhibition, % at 10 µM; actives 5% (n = 98,000)
sEH inhibitor: soluble epoxide hydrolase inhibitors, primary screen, biochemical, human sEH; Bifunctional epoxide hydrolase 2 (Homo sapiens), P34913; actives 0.34% (n = 91,000); recombinant human sEH enzymatic activity assay; inhibition, % at 2 µM; AID 707, 2007; in the data active = inhibition above about 80%; also: values of inactives mirror those of a sister screen read the other way; many of its hits are not listed in these tables
S1P2 antag: human S1P2 receptor antagonists, primary screen, cell-based; cell-based S1P2 antagonist assay, inhibition at 5 uM; actives 0.21% (n = 97,000); inhibition, % at 5 µM; Sphingosine 1-phosphate receptor 2 (Homo sapiens), O95136; in the data active = inhibition above about 45%;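 also: CRE beta-lactamase reporter cells expressing human S1P2 stimulated with S1P; 0% = agonist at EC80 alone and 100% = agonist plus reference antagonist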
CYP2C19 act: human CYP2C19 activators, primary screen, biochemical, luminescence; recombinant CYP2C19, luciferin-H EGE luminescence; active compounds read high; 0 = fully inhibited enzyme, 1 = untreated enzyme; 96,000 tested, under 10 active; Cytochrome P450 2C19 (Homo sapiens), P33261; activation factor at 5 µM;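 active = activation factor of at least 2 at 5 µM in the primary screen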;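 also: 0 = wells with 2.5 mM tranylcypromine and 1 = vehicle-only wells; values of inactives mirror those of a sister screen read the other way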
Target sequence (P33261 whole entry, looked up): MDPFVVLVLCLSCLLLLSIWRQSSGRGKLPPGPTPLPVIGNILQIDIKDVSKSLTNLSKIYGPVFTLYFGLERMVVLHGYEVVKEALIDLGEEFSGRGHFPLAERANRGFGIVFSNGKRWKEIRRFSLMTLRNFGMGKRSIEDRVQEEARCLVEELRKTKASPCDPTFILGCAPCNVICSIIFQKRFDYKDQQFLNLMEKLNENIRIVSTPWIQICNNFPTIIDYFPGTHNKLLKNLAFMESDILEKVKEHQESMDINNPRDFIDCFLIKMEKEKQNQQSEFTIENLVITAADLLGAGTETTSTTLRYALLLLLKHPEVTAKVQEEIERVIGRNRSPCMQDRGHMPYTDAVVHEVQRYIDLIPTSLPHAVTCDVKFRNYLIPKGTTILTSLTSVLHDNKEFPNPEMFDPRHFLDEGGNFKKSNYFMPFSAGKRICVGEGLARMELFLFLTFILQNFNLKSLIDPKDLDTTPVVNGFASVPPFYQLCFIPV
hDAT+cocaine: changed hDAT dopamine uptake under cocaine IC80, either direction, primary screen, cocaine antagonist project, cell-based, LLC-PK1 hDAT, [14C]-dopamine uptake, MLSMR. Sodium-dependent dopamine transporter (Homo sapiens), Q01959. LLC-PK1 hDAT cells, [14C]-dopamine uptake with cocaine IC80; actives deviate in either direction. B-score at 10 µM. actives 1.3% (n = 110,000). AID 449768, 2010;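 active = Z score or B-score, a plate-position-corrected score, falls beyond the plate's 99.7% confidence bounds, in either direction; inactive = both scores lie inside the 99.7% bounds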;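 also: scored against the spread of the other compound wells on the same plate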
Target sequence (Q01959 whole entry, looked up): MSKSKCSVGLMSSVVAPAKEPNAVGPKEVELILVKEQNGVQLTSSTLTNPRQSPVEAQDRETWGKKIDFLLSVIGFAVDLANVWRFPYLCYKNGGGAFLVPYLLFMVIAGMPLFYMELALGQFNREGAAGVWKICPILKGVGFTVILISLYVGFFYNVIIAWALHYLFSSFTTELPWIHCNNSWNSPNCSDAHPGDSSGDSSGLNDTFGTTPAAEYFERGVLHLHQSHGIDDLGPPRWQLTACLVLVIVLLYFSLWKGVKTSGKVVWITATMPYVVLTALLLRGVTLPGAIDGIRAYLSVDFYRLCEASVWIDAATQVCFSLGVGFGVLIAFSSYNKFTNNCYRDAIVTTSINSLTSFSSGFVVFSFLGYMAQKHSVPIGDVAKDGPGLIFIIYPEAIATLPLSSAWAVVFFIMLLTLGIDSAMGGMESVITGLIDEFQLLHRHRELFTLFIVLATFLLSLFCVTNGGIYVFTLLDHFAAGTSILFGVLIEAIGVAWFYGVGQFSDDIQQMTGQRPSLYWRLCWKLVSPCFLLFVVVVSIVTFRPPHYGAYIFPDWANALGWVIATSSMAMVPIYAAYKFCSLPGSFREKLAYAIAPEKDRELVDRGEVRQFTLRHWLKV
PostGolgi yeast: phenotypic screen on post-Golgi transport, primary screen; post-Golgi transport phenotypic cell assay; inhibition, % at 10 µM; actives 0.9% (n = 98,000); AID 739, 2007;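 also: yeast cells grown in 1536-well plates; yeast grown about 18 h at 30C before absorbance read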
sEH act: soluble epoxide hydrolase activators, primary screen, biochemical, human sEH | Bifunctional epoxide hydrolase 2 (Homo sapiens), P34913 | purified human sEH enzymatic activity, activator screen | activation, % at 2 µM | actives 0.04% (n = 91,000); in the data active = activation above about 37%; also: values of inactives mirror those of a sister screen read the other way
CYP2C19 inhib: blockers of cytochrome P450 2C19 activity – biochemical, luminescence, ADME assay, primary screen. CYP2C19 Supersomes, luciferin-H EGE luminescence, 30 min. inhibition, % at 5 µM. actives 21% (n = 96,000). AID 778, 2007;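 active = CYP2C19 inhibition above a set limit at 5 µM in the primary screen, cut at about 50% in these data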;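 also: plate controls were negative control wells for no effect and 2.5 mM tranylcypromine positive control for full effect; values of inactives mirror those of a sister screen read the other way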
S1P2 ag: S1P2 receptor agonists, primary screen, cell-based | activation, % at 4.5 µM | S1P2-expressing cell line, agonist reporter read-out | AID 729, 2007 | actives 0.46% (n = 97,000) | Sphingosine 1-phosphate receptor 2 (Homo sapiens), O95136; in the data active = activation above about 16%;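 also: 0% = vehicle low control and 100% = maximal reference agonist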
An asterisk follows results filed as active. Rule as the data show it, unless noted: active = inhibition above about 30%; inactive = the rest.

How did COc1ccc(-c2nn(CCC(=O)O)cc2CCC(=O)O)cc1 do in these assays?
PostGolgi ctrl: 9; sEH inhibitor: -7; S1P2 antag: 14; CYP2C19 act: 1.1; hDAT+cocaine: -0.62; PostGolgi yeast: 0; sEH act: 6; CYP2C19 inhib: -14; S1P2 ag: -2

What do the screens show for `Cc1ccc(N2CC(C(=O)OCC(=O)C(C)(C)C)CC2=O)cc1` (centres undefined)?
PostGolgi ctrl: 6; sEH inhibitor: -9; S1P2 antag: 0; CYP2C19 act: 1; hDAT+cocaine: -0.76; PostGolgi yeast: 5; sEH act: 10; CYP2C19 inhib: -1; S1P2 ag: -3

What do the screens show for `Cc1cc(NC(=O)c2ccc3c(c2)C(=O)N(C)C3=O)no1`?
PostGolgi ctrl: 10; sEH inhibitor: -22; S1P2 antag: 11; CYP2C19 act: 0.9; hDAT+cocaine: -0.68; PostGolgi yeast: 1; sEH act: 25; CYP2C19 inhib: 8; S1P2 ag: -5

How did O=C1CC(NC23CC4CC(CC(C4)C2)C3)C(=O)N1c1ccc2c(c1)OCO2 (centres undefined) do in these assays?
PostGolgi ctrl: 23; sEH inhibitor: -4; S1P2 antag: -2; CYP2C19 act: 0.9; hDAT+cocaine: -0.23; PostGolgi yeast: -4; sEH act: 1; CYP2C19 inhib: 7; S1P2 ag: -11

How did CC(C(=O)NCC1CCCO1)N(C(=O)c1snc(C(N)=O)c1N)c1cccc(F)c1 (centres undefined) do in these assays?
PostGolgi ctrl: 7; S1P2 antag: 11; CYP2C19 act: 0.8; hDAT+cocaine: -0.18; PostGolgi yeast: -3; CYP2C19 inhib: 16; S1P2 ag: -5

Results for COc1cc(-c2nnc(CSc3nc4ccccc4s3)o2)cc(OC)c1OC ?
PostGolgi ctrl: 18; sEH inhibitor: 8; S1P2 antag: -42; CYP2C19 act: 0.5; hDAT+cocaine: 0.59; PostGolgi yeast: 7; sEH act: -8; CYP2C19 inhib: 53*; S1P2 ag: 5

How did CSc1nc(C)cc(OCC(=O)n2nc(C)cc2C)n1 do in these assays?
PostGolgi ctrl: 4; sEH inhibitor: 8; S1P2 antag: -1; CYP2C19 act: 0.6; hDAT+cocaine: -0.004; PostGolgi yeast: 7; sEH act: -8; CYP2C19 inhib: 39; S1P2 ag: -4

How did Cc1nc(CS(=O)(=O)c2ccccc2)cc(N2CCOCC2)n1 do in these assays?
PostGolgi ctrl: 2; sEH inhibitor: -3; S1P2 antag: 7; CYP2C19 act: 0.8; hDAT+cocaine: -1.1; PostGolgi yeast: 9; sEH act: 3; CYP2C19 inhib: 18; S1P2 ag: -4

How did Cc1ccc(-n2nc(C(=O)N3CCN(C)CC3)c3c4ccccc4n(C)c3c2=O)cc1 do in these assays?
sEH inhibitor: 1; S1P2 antag: -12; hDAT+cocaine: -0.47; sEH act: 0; S1P2 ag: -5

Results for Clc1ccc(-c2nnc(NC3=NCCCCC3)o2)cc1 ?
PostGolgi ctrl: 30*; sEH inhibitor: 2; S1P2 antag: 9; CYP2C19 act: 0.8; hDAT+cocaine: 0.3; PostGolgi yeast: -9; sEH act: -5; CYP2C19 inhib: 23; S1P2 ag: -4

What do the screens show for `N#C/C(=C\c1ccc[nH]1)C(=O)NC1CC1`?
PostGolgi ctrl: 8; sEH inhibitor: 26; S1P2 antag: -9; CYP2C19 act: 1.2; hDAT+cocaine: -0.49; PostGolgi yeast: -7; sEH act: -26; CYP2C19 inhib: -16; S1P2 ag: -4

How did O=C(CSc1nc2ccccc2[nH]1)NC1CCS(=O)(=O)C1 (centres undefined) do in these assays?
PostGolgi ctrl: 3; sEH inhibitor: -11; S1P2 antag: -8; CYP2C19 act: 0.9; hDAT+cocaine: -0.071; PostGolgi yeast: 2; sEH act: 10; CYP2C19 inhib: 7; S1P2 ag: 0

Brought forward from above: 2 compounds, followed by the next part.
What do the screens show for `N#C/C(=C\c1ccc[nH]1)C(=O)NC1CC1`?
PostGolgi ctrl: 8; sEH inhibitor: 26; S1P2 antag: -9; CYP2C19 act: 1.2; hDAT+cocaine: -0.49; PostGolgi yeast: -7; sEH act: -26; CYP2C19 inhib: -16; S1P2 ag: -4

How did O=C(CSc1nc2ccccc2[nH]1)NC1CCS(=O)(=O)C1 (centres undefined) do in these assays?
PostGolgi ctrl: 3; sEH inhibitor: -11; S1P2 antag: -8; CYP2C19 act: 0.9; hDAT+cocaine: -0.071; PostGolgi yeast: 2; sEH act: 10; CYP2C19 inhib: 7; S1P2 ag: 0

How did CCC1=[N+]([O-])C(C)(/C(C)=N\O)N(O)C1(C)C (centres undefined) do in these assays?
PostGolgi ctrl: 8; sEH inhibitor: 5; S1P2 antag: 7; CYP2C19 act: 0.8; hDAT+cocaine: -0.95; PostGolgi yeast: 2; sEH act: -6; CYP2C19 inhib: 24; S1P2 ag: -7

What do the screens show for `Cc1c(NC(=O)N(C)C)c(=O)n(-c2ccccc2)n1C`?
sEH inhibitor: -1; S1P2 antag: 2; hDAT+cocaine: 0.32; sEH act: 4; S1P2 ag: -3

Results for CCn1c(COc2c(C)cccc2C)nnc1SCC(=O)N1CCN(c2ccccc2)CC1 ?
PostGolgi ctrl: 9; sEH inhibitor: -15; S1P2 antag: -5; CYP2C19 act: 0.9; hDAT+cocaine: -0.35; PostGolgi yeast: -2; sEH act: 16; CYP2C19 inhib: 8; S1P2 ag: 0

What do the screens show for `Cc1ccc(Cl)cc1NC(=O)c1cccc(OC(F)F)c1`?
PostGolgi ctrl: 27; sEH inhibitor: -11; S1P2 antag: -6; CYP2C19 act: 0.4; hDAT+cocaine: -0.032; PostGolgi yeast: -8; sEH act: 13; CYP2C19 inhib: 55*; S1P2 ag: -5

Results for COC(=O)Cc1c(C)c2ccc(O)c(CN3CCCC(C)C3)c2oc1=O (centres undefined) ?
PostGolgi ctrl: 17; sEH inhibitor: 2; S1P2 antag: -5; CYP2C19 act: 1.1; hDAT+cocaine: -0.42; PostGolgi yeast: 4; sEH act: -2; CYP2C19 inhib: -9; S1P2 ag: 1

How did Cc1nn(-c2ccccc2)c(Cl)c1C(=O)NCCCCNC(=O)c1c(C)nn(-c2ccccc2)c1Cl do in these assays?
PostGolgi ctrl: 7; sEH inhibitor: 28; S1P2 antag: -4; CYP2C19 act: 0.8; hDAT+cocaine: -0.18; PostGolgi yeast: 14; sEH act: -29; CYP2C19 inhib: 21; S1P2 ag: -7

What do the screens show for `CC(CNC(=O)CC(C)(C)C)NC(=O)CC(C)(C)C` (centres undefined)?
sEH inhibitor: -3; S1P2 antag: 19; hDAT+cocaine: 0.73; sEH act: -1; S1P2 ag: -2

How did CCOC(=O)Cc1csc(SC(C)C(=O)Nc2ccc(NC(C)=O)cc2)n1 (centres undefined) do in these assays?
PostGolgi ctrl: 6; sEH inhibitor: -13; S1P2 antag: -8; CYP2C19 act: 0.3; hDAT+cocaine: 0.61; PostGolgi yeast: 5; sEH act: 13; CYP2C19 inhib: 68*; S1P2 ag: -4

Results for CCC(C)(C)n1nnnc1C(c1ccc(C)cc1)N1CCSCC1 (centres undefined) ?
PostGolgi ctrl: 13; sEH inhibitor: 13; S1P2 antag: 18; CYP2C19 act: 0.9; hDAT+cocaine: 0.29; PostGolgi yeast: -1; sEH act: -16; CYP2C19 inhib: 7; S1P2 ag: -8

Results for O=C1CC(c2cccs2)c2cc3c(cc2N1)OCCO3 (centres undefined) ?
PostGolgi ctrl: 6; sEH inhibitor: 3; S1P2 antag: -9; CYP2C19 act: 0.3; hDAT+cocaine: -0.031; PostGolgi yeast: 20; sEH act: -2; CYP2C19 inhib: 68*; S1P2 ag: -5

How did CCc1nc(NCCCN2CCOCC2)c2oc3ccccc3c2n1 do in these assays?
PostGolgi ctrl: -1; sEH inhibitor: 6; S1P2 antag: -4; CYP2C19 act: 0.5; hDAT+cocaine: 1.2; PostGolgi yeast: 0; sEH act: -5; CYP2C19 inhib: 45; S1P2 ag: -6

What do the screens show for `Cc1nc([N+](=O)[O-])nn1C12CC3CC(CC(Br)(C3)C1)C2`?
PostGolgi ctrl: 14; sEH inhibitor: 12; S1P2 antag: -11; CYP2C19 act: 0.8; hDAT+cocaine: 0.15; PostGolgi yeast: -4; sEH act: -12; CYP2C19 inhib: 15; S1P2 ag: -5

How did CCSc1nnc(NC(=O)c2csc3c2CCC(C)C3)s1 (centres undefined) do in these assays?
PostGolgi ctrl: 7; sEH inhibitor: -4; S1P2 antag: 7; CYP2C19 act: 1.2; hDAT+cocaine: -0.55; PostGolgi yeast: -5; sEH act: 2; CYP2C19 inhib: -20; S1P2 ag: -3

How did O=C(NCCc1c[nH]c2ccccc12)c1ccc(S(=O)(=O)NCc2ccco2)cc1 do in these assays?
PostGolgi ctrl: 0; S1P2 antag: 3; CYP2C19 act: 0.2; hDAT+cocaine: -7.7*; PostGolgi yeast: 14; CYP2C19 inhib: 84*; S1P2 ag: -5

How did N#Cc1ccccc1NC(=O)COC(=O)c1ccc2c(c1)OCCO2 do in these assays?
PostGolgi ctrl: 2; sEH inhibitor: 11; S1P2 antag: 7; CYP2C19 act: 0.6; hDAT+cocaine: -1.5; PostGolgi yeast: 3; sEH act: -12; CYP2C19 inhib: 37; S1P2 ag: -2

What do the screens show for `Cc1ccc(S(=O)(=O)c2c(N)n(Cc3ccco3)c3nc4ccccc4nc23)cc1`?
PostGolgi ctrl: 6; sEH inhibitor: -5; S1P2 antag: 3; CYP2C19 act: 0.6; hDAT+cocaine: 0.44; PostGolgi yeast: -8; sEH act: 4; CYP2C19 inhib: 36; S1P2 ag: -1

How did COc1ccc(S(=O)(=O)Nc2cc(Sc3ncn[nH]3)c(O)c3ccccc23)cc1 do in these assays?
PostGolgi ctrl: 10; sEH inhibitor: 10; S1P2 antag: 5; CYP2C19 act: 0; PostGolgi yeast: 17; sEH act: -10; CYP2C19 inhib: 97*; S1P2 ag: -2

Results for COc1ccc(CC(=S)N2CCOCC2)cc1OC ?
PostGolgi ctrl: 5; sEH inhibitor: -7; S1P2 antag: 22; CYP2C19 act: 0.7; hDAT+cocaine: -0.095; PostGolgi yeast: -6; sEH act: 9; CYP2C19 inhib: 33; S1P2 ag: -6

How did Cc1cc(C)nc(SCC(=O)Nc2ccc(S(=O)(=O)Nc3nccs3)cc2)n1 do in these assays?
PostGolgi ctrl: 15; sEH inhibitor: 8; S1P2 antag: 12; CYP2C19 act: 1.1; hDAT+cocaine: 0.52; PostGolgi yeast: -3; sEH act: -10; CYP2C19 inhib: -11; S1P2 ag: -1

Arranged by SMILES length (largest number first): some entries from above
What do the screens show for `Cc1ccc(S(=O)(=O)c2c(N)n(Cc3ccco3)c3nc4ccccc4nc23)cc1`?
PostGolgi ctrl: 6; sEH inhibitor: -5; S1P2 antag: 3; CYP2C19 act: 0.6; hDAT+cocaine: 0.44; PostGolgi yeast: -8; sEH act: 4; CYP2C19 inhib: 36; S1P2 ag: -1

How did Cc1cc(C)nc(SCC(=O)Nc2ccc(S(=O)(=O)Nc3nccs3)cc2)n1 do in these assays?
PostGolgi ctrl: 15; sEH inhibitor: 8; S1P2 antag: 12; CYP2C19 act: 1.1; hDAT+cocaine: 0.52; PostGolgi yeast: -3; sEH act: -10; CYP2C19 inhib: -11; S1P2 ag: -1

How did N#Cc1ccccc1NC(=O)COC(=O)c1ccc2c(c1)OCCO2 do in these assays?
PostGolgi ctrl: 2; sEH inhibitor: 11; S1P2 antag: 7; CYP2C19 act: 0.6; hDAT+cocaine: -1.5; PostGolgi yeast: 3; sEH act: -12; CYP2C19 inhib: 37; S1P2 ag: -2

Source: PubChem (several laboratories)
